High-throughput results from PubChem.
Autophagy mod = modulators of autophagy. MEF GFP-LC3 puncta imaging; test concentration mostly 10 µM. AID 463193. calls only at 10 µM (by protocol). actives 0.98% (n = 190,000);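 active = percentage of spot-positive cells more than 3 SD above its plate mean, without a fluorescence outlier flag or 80% toxicity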;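 note: spot-positive cell cutoff set from DMSO-treated cells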
MT stabilize HCS = stabilizes microtubules in HeLa cells | HeLa tubulin immunostaining HCS, 24 h; share of cells brighter than vehicle mean+2SD | % tubulin-high responders, % at 10 µM | actives 0.83% (n = 200,000);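 active = plate Z-score above 3 for both tubulin-high and condensed-nucleus cell shares, with cell loss under 80%, at 10 µM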;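 note: anti alpha tubulin signal scored within the nucleus-defined area of each cell; some results filed as inactive read as strong as hits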
b-catenin transl = alters nuclear translocation of beta-catenin in HeLa cells; immunofluorescence imaging; nuclear translocation activity, % at 5 µM; actives 0.3% (n = 190,000); AID 1665;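 active = nuclear translocation activity above 50% at 5 µM, with a well cell count of 50 or more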;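 note: per-cell ratio of nuclear to cytoplasmic median beta-catenin stain intensity; plate controls were DMSO negative control for no effect and GSK-3 inhibitor IX positive control for full effect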
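System: HeLa cells, endogenous beta-catenin; compound dosing: 5 µM primary single dose, 0.1% DMSO, 0.02–20 µM confirmation series; incubation: 24 h compound exposure at 37°C, 5% CO2; signal: beta-catenin immunofluorescence imaging with DAPI; evaluation: % activation, nuclear-to-cytoplasmic median beta-catenin signal ratio per cell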
Lipid droplet = hepatic lipid droplet formation modulation. AML12 mouse hepatocytes, oleate lipid droplets, BODIPY imaging. inhibition, % at 6.5 µM. actives 0.4% (n = 240,000). AID 1656;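 active = lipid droplet intensity inhibited by at least 50%, with more than 500 cells counted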
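Assay system: AML12 mouse liver cells | Compound dosing: One dose, 6.5 µM compound | Read-out basis: Droplet intensity reduction, % inhibition | Measured by: Fluorescence imaging, 20x objective, two fields per well | Schedule: Overnight treatment with compound plus oleate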
T cell modulator = modulates CD8 T cell binding to vesicles | 2C CD8+ T cell-vesicle binding, flow cytometry; active compounds read low | calls only at 7 µM | actives 0.068% (n = 330,000) | AID 2052;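 active = response, share of CD8 T cells binding vesicles, and their 90th percentile fluorescence all below set limits, cut at about 80% in these data, passing the limit was not always enough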
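Test system: purified 2C TCR transgenic mouse naive CD8+ T cells. Probe or stimulus: QL9-peptide-loaded Drosophila micro-vesicles bearing Ld, ICAM-1 and B7-1. Incubation: binding step 1.5 h, 37 °C, antibody labelling 20 min, ice. Measured by: flow cytometry of vesicle-bound cells.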
Insulin prom up = MIN6 insulin promoter up-regulation; AID 1625; actives 0.3% (n = 190,000); MIN6 insulin promoter-GFP reporter, high-content imaging; active compounds read high; z-score at 5 µM;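 active = z-score above 3 at 5 µM with at least 500 cells counted in the well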
West Nile virus CPE = inhibition of WNV-induced cytopathic effect – cell-based, CPE readout (AID 1621); actives 0.02% (n = 290,000); West Nile virus-infected cells, CPE inhibition; higher % means a stronger effect; one-dose CPE inhibition, % at 10 µM; IC50 in µM for titrated hits; in the data active = a potency from the dose series; note: strong numbers were not always called active
Myeloid diff 2 = myeloid differentiation induction. calls only at 10 µM. actives 1% (n = 360,000). AID 624256. ER-HoxA9 myeloid progenitors, lysozyme-GFP differentiation, flow cytometry;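 active = normalized GFP-positive differentiation at or above the plate's own cutoff, the solvent-only control mean plus 3 SD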;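 note: cells exposed to compound for four days before flow analysis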
WT yeast gro inh = growth inhibition of WT yeast, mitochondrial fusion screen. mitochondrial fusion phenotypic screen, WT strain. inhibition, % at 10 µM. actives 2.1% (n = 190,000). AID 1362; in the data active = inhibition above about 58%; tested in S. cerevisiae
WT yeast gro inh mutant strain = further read-out of WT yeast gro inh, marked with its call; inhibition, %; mitochondrial fusion phenotypic screen, mutant strain inhibition
Insulin prom up cell count = recorded beside Insulin prom up, whose call it bears; cell count; measured here: cytotoxicity, nuclei count;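 total cells summed across four imaged fields per well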
Lipid droplet cells 6.5 µM = further read-out of Lipid droplet, marked with its call; cell count; measured here: cell count, cytotoxicity flag;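 cells counted across two imaged fields per well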
b-catenin transl cell count 5 µM = also measured in b-catenin transl; calls as there; cell count; measured here: cell count, cytotoxicity flag
T cell modulator vesicle-bound % = also measured in T cell modulator; calls as there; double positive events, %; measured here: CD8+ vesicle-bound cell fraction;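 binding gate set so that unloaded-vesicle control wells show 10% double positive cells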
MT stabilize HCS Hoechst-high % = recorded beside MT stabilize HCS, whose call it bears; % Hoechst-high responders; measured here: nuclear condensation Hoechst responders;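 share of cells brighter than vehicle mean plus two SD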
MT stabilize HCS cytotoxicity % = further read-out of MT stabilize HCS, marked with its call; toxicity, %; measured here: cytotoxicity by cell density;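 0% = mean cell density of plate MIN control wells and 100% = no cells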
Autophagy mod cell loss 18 h = second read-out of Autophagy mod, no call of its own (marks repeat the call); toxicity, %; measured here: cell loss, nuclei count;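 cell loss after 18 h compound exposure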
Myeloid diff 2 GFP+ MAC1+ % = second read-out of Myeloid diff 2, no call of its own (marks repeat the call); GFP+ MAC1+ double positive, %; measured here: differentiation confirmed by MAC1 staining
Numbers without * were called inactive; i = inactive; nt = not tested or not shown.

SMILES	Autophagy mod	Autophagy mod cell loss 18 h	MT stabilize HCS	MT stabilize HCS Hoechst-high %	MT stabilize HCS cytotoxicity %	b-catenin transl	b-catenin transl cell count 5 µM	Lipid droplet	Lipid droplet cells 6.5 µM	T cell modulator	T cell modulator vesicle-bound %	Insulin prom up	Insulin prom up cell count	West Nile virus CPE	Myeloid diff 2	Myeloid diff 2 GFP+ MAC1+ %	WT yeast gro inh	WT yeast gro inh mutant strain
Cc1cccc(NC(=S)Nc2ccc(Oc3ccccc3)cc2)n1	i	8	6.9	2.7	4.9	1.0	1091	4	631	i	39	0.29	1425	-1.5%	i	0.3	22	2
O=C(O)c1cccc(OCCN2CCCC2=O)c1	nt	nt	nt	nt	nt	nt	nt	1	853	i	56	nt	nt	-0.9%	i	0.4	nt	nt
O=C(CN1c2ccccc2Sc2ccccc21)N/N=C/c1ccc(Cl)cc1Cl	nt	nt	nt	nt	nt	2.5	1282	13	708	i	46	-0.07	799	-0.3%	i	0.3	nt	nt
CCN1CCc2c(C#N)c(N3CCOCC3)nc(N3CCOCC3)c2C1	i	-10	1.9	1.8	9.3	-16	1203	-13	752	i	10	nt	nt	0.2%	i	0.5	14	16
COc1ccc(C(=O)CSc2ccc(-c3ccccc3)nn2)cc1	i	18	5.2	1.2	10	-2.3	1019	-6	587	i	51	1.8	1547	-0.6%	i	2.9	28	5
COc1ccc(C2=NCCn3cccc32)c(OC)c1	i	-2	5.8	2.1	0.5	nt	nt	0	698	i	47	-0.2	1308	-0.9%	i	0.5	20	-5
O=C1CN(C(=O)c2ccccc2F)c2ccccc2N1	i	-6	3.6	2.6	6.7	1.4	1141	-7	759	i	28	-0.39	1245	0.2%	i	8.7	-13	5
Cn1c(=O)c2c(nc(Oc3ccccc3Cl)n2C)n(C)c1=O	nt	nt	nt	nt	nt	nt	nt	-32	669	i	48	nt	nt	0.1%	i	0.2	nt	nt
Cn1c(=O)c2c(nc(SCCN3CCOCC3)n2Cc2ccc(F)cc2)n(C)c1=O	i	6	2.1	1.2	7.8	-1.2	786	nt	nt	i	41	0.42	883	-0.6%	i	6.4	-14	-8
CCN1CCN(Cc2c(C)[nH]c3ccc(OC)cc3c2=O)CC1	i	-7	1.6	1.4	7.8	0.8	1163	-2	781	i	30	1.3	822	nt	i	0.8	-10	-13
O=C(CCc1ccc(S(=O)(=O)NC2CCCCC2)cc1)NCc1ccc(Cl)cc1	i	-7	1.6	1.1	6.3	-1.6	1153	5	724	i	3	-0.45	909	0.8%	i	0.7	11	8
O=C(Cc1c(Cl)cccc1Cl)Nc1ccncc1Cl	nt	nt	nt	nt	nt	nt	nt	-2	683	i	69	nt	nt	-0.3%	i	0.9	nt	nt
CCOc1ccc(N(C)C(=O)CCc2nnc3ccc(N4CCC5(CC4)OCCO5)nn23)cc1	nt	nt	nt	nt	nt	nt	nt	-2	760	i	13	nt	nt	-0.1%	i	1.6	nt	nt
Cc1ccc(CSCC(=O)Nc2ccccc2)cc1	nt	nt	nt	nt	nt	nt	nt	32	841	i	25	nt	nt	-0.8%	i	0.1	nt	nt
O=c1[nH]c(/C(Cl)=C/c2cccc(C(F)(F)F)c2)nc2cc(Cl)ccc12	i	0	3.0	2.0	3.1	-1.1	562	-2	619	i	44	0.86	1225	-0.4%	i	0.0	3	-8
O=C(Nc1ccc(Cl)cc1F)c1cccc2ccccc12	nt	nt	nt	nt	nt	nt	nt	-18	772	i	63	nt	nt	-0.7%	i	0.3	nt	nt
CC(=O)Nc1ccc(N/C=C(\C=O)c2nc3ccccc3o2)cc1	i	-11	2.9	3.2	5.5	0.7	898	1	748	i	32	-0.18	1366	0.6%	i	0.2	-12	1
O=C(C1CC(c2ccccc2O)=NO1)N1CCCC1 (stereo unspecified)	i	2	3.1	2.2	8.0	-1.5	979	6	836	i	33	0.77	1299	-0.1%	i	6.3	13	5
Cn1c(=O)c2c(nc(NCc3cccnc3)n2Cc2cccc(C(F)(F)F)c2)n(C)c1=O	i	0	5.5	3.0	1.7	1.9	1104	10	695	i	59	-1	1186	-0.4%	i	0.7	-5	2
COc1ccc(COn2c(=O)c(C)[n+]([O-])c3ccccc32)cc1OC	i	-3	3.0	2.1	7.8	-0.9	971	-1	705	i	60	1.2	1185	0.3%	i	0.1	2	-10
Cc1c(CN2CCC(C(=O)Nc3cccc(-c4cccc(Cl)c4)c3)CC2)cnn1C	nt	nt	nt	nt	nt	nt	nt	-3	681	i	13	nt	nt	-1.2%	i	6.7	nt	nt
Cn1c(=O)n(CC(=O)NCC2CCCO2)c(=O)c2c3c(sc21)COC(C)(C)C3 (stereo unspecified)	nt	nt	nt	nt	nt	nt	nt	8	738	i	26	nt	nt	-0.3%	i	1.6	nt	nt
Cc1ccc(CC(=O)Nc2cccc(C#N)c2)cc1	i	-8	2.7	1.9	5.6	2.0	1383	4	683	i	54	0.13	1409	-0.9%	i	0.7	-20	-20
Cc1[nH]nc2c1[C@@H](c1ccccc1[N+](=O)[O-])C(C#N)=C(N)O2	nt	nt	nt	nt	nt	nt	nt	19	437	i	23	nt	nt	-0.1%	i	0.9	nt	nt
O=c1oc(-c2cccs2)nc2sc3c(c12)CCCC3	i	-10	1.7	1.7	5.5	nt	nt	-7	739	i	14	0.56	940	0.3%	i	2.1	10	-3
O=C(CC1Sc2ccccc2NC1=O)Nc1ccccc1[N+](=O)[O-] (stereo unspecified)	i	13	3.1	3.0	7.8	-1.7	566	1	603	i	50	-0.33	1338	-0.1%	i	0.4	6	-5
Nc1cc(=O)[nH]c(SCC(=O)NCC2CCCO2)n1 (stereo unspecified)	i	0	2.8	1.2	4.2	-7.8	1038	nt	nt	i	15	0.73	1257	0.7%	i	0.7	1	3
OC[C@H]1OC(Nc2ccc(N=Nc3ccccc3)cc2)[C@@H](O)[C@@H](O)[C@@H]1O (stereo partly specified)	nt	nt	nt	nt	nt	-1.0	1365	-2	680	i	14	0.21	1036	0.2%	i	0.6	nt	nt
CN(Cc1c(F)cccc1Cl)C(=O)CCc1c[nH]c2ccccc12	nt	nt	nt	nt	nt	nt	nt	-28	849	i	20	nt	nt	-0.7%	i	0.5	nt	nt
O=C(NCC1CCN(Cc2ccccc2Cl)CC1)Nc1ccccc1F	nt	nt	nt	nt	nt	nt	nt	-24	844	i	26	nt	nt	-1.2%	i	1.1	nt	nt
COc1ccc(/C(C)=N/Nc2nncc3ccccc23)cc1	nt	nt	nt	nt	nt	nt	nt	-1	796	i	16	nt	nt	-0.4%	i	0.4	nt	nt
CC(C)c1ccccc1NC(=O)COC(=O)/C=C/c1cccc([N+](=O)[O-])c1	i	9	9.4	2.3	3.8	-0.5	1139	-7	649	i	33	1.7	1547	-0.9%	i	0.3	-3	0
CC1(C)CC(=O)c2cc(OCC(=O)NCC3CCCO3)ccc2O1 (stereo unspecified)	i	9	4.5	2.4	2.4	-2.9	996	nt	nt	i	25	-0.59	1459	0.4%	i	4.0	-1	-7
O=C(NC1=NCCS1)c1ccc2c(c1)C(=O)N(Cc1ccco1)C2=O	i	-2	2.5	0.4	72	-1.4	998	-5	726	i	25	0.89	1208	-0.3%	i	7.6	1	13
CSCCC(NC(N)=O)C(=O)Nc1cccc(S(=O)(=O)N2CCOCC2)c1 (stereo unspecified)	i	0	2.8	3.8	6.9	-5.7	1102	12	648	i	54	-0.3	1348	0.1%	i	0.3	-12	9
CN1CCN(CC(O)COc2ccc(Cl)cc2)CC1 (stereo unspecified)	i	-2	1.7	0.8	3.9	nt	nt	8	766	i	3	nt	nt	0.2%	i	0.4	9	16
O=S1(=O)CC/C(=N\Nc2ccc(F)cc2)c2ccsc21	i	-4	3.3	1.9	5.8	1.6	966	-4	696	i	14	1.9	1211	-0.6%	i	0.2	26	35
CCN(C(=O)Cc1c(C(=O)O)n(C)c2ccccc12)c1ccc(F)cc1	i	0	2.9	2.2	9.5	0.6	1057	6	659	i	55	-0.02	1236	0.1%	i	0.3	-10	-14
Cc1ccc(C(=O)NCCN2C3=NC[C@H](C)N3C[C@H]2Cc2ccc(O)cc2)cc1Br	i	7	3.5	2.0	4.8	-2.2	1124	-6	513	nt	nt	1.1	1446	-0.5%	i	1.1	3	9
O=C(NCCc1c[nH]c2ccccc12)/C(=C/c1cccnc1)NC(=O)c1cccs1	i	-5	2.3	0.7	6.7	1.4	1022	0	733	i	40	-0.05	1424	-0.6%	i	0.9	-12	-15
O=C(O)c1ccccc1-c1nc(-c2ccccc2)c(-c2ccccc2)[nH]1	i	-18	2.4	1.7	2.2	-5.2	1215	-4	713	i	60	-0.94	1530	0.3%	i	0.2	2	10
CCOP(=O)(OCC)C(Nc1ccc(C)cc1)c1ccco1 (stereo unspecified)	i	-35	1.6	1.5	4.8	-3.0	509	-9	660	i	58	nt	nt	-0.7%	i	0.5	-1	3
CC12CC(NC(=O)N1c1cccc(C(=O)NCc3ccccc3)c1)c1ccccc1O2 (stereo unspecified)	i	9	4.6	1.5	2.2	nt	nt	nt	nt	i	56	nt	nt	nt	nt	nt	-13	-14
